High-throughput results: PubChem, National Center for Advancing Translational Sciences (NCATS)
AmpC no deterg: qHTS Inhibitors of AmpC Beta-Lactamase (assay without detergent) | AmpC nitrocefin hydrolysis, absorbance 480 nm, 0.0001% Triton | P00811 | actives 0.52% (n = 330,000) | Potency, µM (series often up to 57.1 µM), for inactives: top-dose activity change, negative = inhibition, usual class: inhibitors;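 note: potency is the fitted concentration of half-maximal effect; plate controls were no compound for no effect and no enzyme for full effect; nearly all actives have a fitted effect of over 20% in size; some results filed as inactive show a strong effect at the top dose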
Target sequence (P00811 whole entry, looked up): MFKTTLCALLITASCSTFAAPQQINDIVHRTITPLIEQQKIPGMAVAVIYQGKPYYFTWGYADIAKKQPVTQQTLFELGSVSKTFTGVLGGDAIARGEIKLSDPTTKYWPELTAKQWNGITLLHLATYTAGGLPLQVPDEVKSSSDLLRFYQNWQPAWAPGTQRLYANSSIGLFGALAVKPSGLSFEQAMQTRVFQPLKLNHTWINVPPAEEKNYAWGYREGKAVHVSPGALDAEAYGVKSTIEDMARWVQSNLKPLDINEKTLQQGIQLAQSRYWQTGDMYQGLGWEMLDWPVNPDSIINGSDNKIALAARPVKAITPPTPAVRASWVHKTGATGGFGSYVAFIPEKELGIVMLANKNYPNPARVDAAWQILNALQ
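AmpC (5.3 nM in the dispensed reagent) in 20 mM phosphate pH 7.0 with 0.01% (detergent screen) or 0.0001% Triton X-100 was preincubated with compounds for 15 min at room temperature. Nitrocefin was then added from an 800 uM solution, and hydrolysis was followed at 480 nm.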
TbPYK inhibitor: qHTS of Trypanosoma Brucei Inhibitors. pyruvate kinase (Trypanosoma brucei), Q57TT1. TbPYK enzyme, Kinase-Glo Plus ATP luminescence, 45 min. Potency, µM (series often up to 76.8 µM), for inactives: top-dose activity, negative = inhibition, usual class: inhibitors. actives 0.12% (n = 410,000); note: potency is the fitted concentration of half-maximal effect; % is set by controls: 0 for no effect and ±100 for the full control effect; nearly all actives have a fitted effect of over 50% in size
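Screened from lowest to highest concentration, compounds were pinned into TbPYK/substrate mixtures, and ADP (130 uM final) was added. Plates sat at room temperature for 45 min prior to Kinase-Glo Plus detection by luminescence.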
Pf growth 96h: Primary qHTS for delayed death inhibitors of the malarial parasite plastid, 96 hour incubation | P. falciparum luciferase reporter growth, 96 h | AID 504834, 2011 | Potency, µM (top dose mostly 28.7 µM), without a hit: top-dose activity change, negative = inhibition, usual class: inhibitors | actives 6.9% (n = 320,000); note: potency is the fitted concentration of half-maximal effect; % is set by controls: 0 for no effect and ±100 for the full control effect
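Luminescence readout: decreased luciferase signal marks inhibited growth of reporter-expressing P. falciparum in infected red cells (2% hematocrit, 0.05% parasitemia final), exposed to compound two generations (96 h, 37 C, 5% CO2).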
Shiga toxin inh: A qHTS for Small Molecule Inhibitors of Shiga Toxin; Vero cells, Shiga toxin protein synthesis inhibition reporter; inhibition, % at 38.7 µM; actives 9.2% (n = 290,000); AID 2315, 2010; in the data active = inhibition mostly above about 28%, no sharp cut-off; inactive = mostly below about 43%; note: 0% is about no effect
LmPK inhibitor: qHTS Assay for Inhibitors of Leishmania Mexicana Pyruvate Kinase (LmPK) | Q27686 | purified LmPK, Kinase-Glo ATP luminescence, 1 h | Potency, µM (highest dose often 57.5 µM), inactives show at the top dose activity change, negative = inhibition, hits mostly inhibitors | actives 0.37% (n = 290,000) | AID 1721, 2009; note: potency is the fitted concentration of half-maximal effect; % is set by controls: 0 for no effect and ±100 for the full control effect
Target sequence (Q27686 whole entry, looked up): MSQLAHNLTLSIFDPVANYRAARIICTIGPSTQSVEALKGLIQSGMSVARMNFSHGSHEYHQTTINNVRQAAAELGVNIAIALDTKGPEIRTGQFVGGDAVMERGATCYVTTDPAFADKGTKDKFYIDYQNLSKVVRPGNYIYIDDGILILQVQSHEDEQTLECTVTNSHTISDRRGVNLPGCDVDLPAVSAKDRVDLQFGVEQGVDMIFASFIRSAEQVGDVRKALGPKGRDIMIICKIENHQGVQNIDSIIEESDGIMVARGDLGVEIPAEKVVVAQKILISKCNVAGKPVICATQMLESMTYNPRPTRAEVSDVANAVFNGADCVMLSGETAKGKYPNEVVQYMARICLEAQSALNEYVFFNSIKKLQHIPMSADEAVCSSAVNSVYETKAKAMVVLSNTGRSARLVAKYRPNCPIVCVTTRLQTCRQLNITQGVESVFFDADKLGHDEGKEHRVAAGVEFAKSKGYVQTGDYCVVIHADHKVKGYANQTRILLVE
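Kinase-Glo luminescence read after 1 h RT reaction of 0.1 nM LmPK with 0.5 mM PEP and 0.1 mM ADP. Activity scaled between uninhibited and enzyme-free controls.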
CHX counter: Cycloheximide Counterscreen for Small Molecule Inhibitors of Shiga Toxin | AID 2314, 2010 | actives 12% (n = 300,000) | max response, % | cell reporter, cycloheximide protein synthesis inhibition counterscreen; in the data active = max response mostly above about 13%, no sharp cut-off; inactive = mostly below about 14%; note: read at 38.3 µM for the half of the compounds with a filed dose; 0% is about no effect
Pf growth 48h: Primary qHTS for delayed death inhibitors of the malarial parasite plastid, 48 hour incubation | P. falciparum luciferase growth in erythrocytes, 48 h | Potency, µM (titrated, usually from 28.7 µM), inactives show at the top dose activity change, negative = inhibition, usual class: inhibitors | actives 5.9% (n = 310,000) | AID 504832, 2011; note: potency is the fitted concentration of half-maximal effect; % is set by controls: 0 for no effect and ±100 for the full control effect
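Erythrocytes infected with P. falciparum carrying an integrated firefly luciferase reporter (2% hematocrit, 0.1% parasitemia final) were exposed to compounds in RPMI 1640 with 0.5% Albumax at 37 C, 5% CO2. Growth inhibition was scored as reduced luminescence.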
* hit, by the source's call; i = inactive; ? = inconclusive; / = not tested or not shown; & = joins results of further samples; [ ] = remark or other dose. Unless noted, calls come from the whole dose curve; as a rule, active = well fitted curve in the direction sought with a large enough effect; inconclusive = small, poorly fitted or top-dose-only effect, or another doubt; inactive = no such curve, though single readings can be large; an effect the other way counts as inactive or inconclusive.

SMILES	AmpC no deterg	TbPYK inhibitor	Pf growth 96h	Shiga toxin inh	LmPK inhibitor	CHX counter	Pf growth 48h
COc1cccc(N2C(=O)CC(Nc3ccc(N4CCOCC4)cc3)C2=O)c1 (stereo not drawn)	-44%	-19%	29%	28	-7%	-2	23%
Cc1ccc2c(c1)sc1nc(=O)n(-c3ccc(Cl)cc3)c(=O)n12	-23%	1%&0%	10%	-17	-5%	-1	15%
CCOC(=O)c1cnc(-n2nc(C)cc2C)nc1Oc1ccc(C#N)cc1	-5%	-1%	6%	-8	0%	-4	94%[activator]
COc1ccc(C(C)=O)cc1CSc1nc2ccccc2c(=O)n1-c1ccccc1C	0%	13%	2.3µM*	-3	1%	-4	12µM*
Cc1cc(Nc2ccc(Cl)cc2)nc(N)n1	-18%	4%	2.6µM*	63*	-3%	68*	?
COc1ccccc1/C=C/C(=O)NCCC1=CCCCC1	-25%	1%	?	118*	-3%	29*	?
O=C(O)CCCNS(=O)(=O)c1ccc2c(c1)OCCCO2	-29%	-19%	-15%	-10	-5%	-3	7%
CCC(C(=O)NCCCN1CC(C)CC(C)C1)n1ncn2c(cc3occc32)c1=O (stereo not drawn)	4%	-21%	?	-3	-1%	11	?
COc1cc2[nH]c(=O)n(CCC(=O)N3CCN(Cc4ccccc4)CC3)c(=O)c2cc1OC	142%[activator]	0%	?	19	-2%	6	?
CCCc1ccc(C(=O)NNc2ccccc2F)cc1	-26%	-1%	47%[activator]	77*	-1%	20*	66%[activator]
CCOC(=O)C1CCN(C(=O)COC(=O)C2CCN(S(=O)(=O)c3ccc(C)c(C)c3)CC2)CC1	-8%	-1%	43%[activator]	/	/	/	38%[activator]
CCN1CCN(c2nnc(-c3ccc(F)cc3)c3ccccc23)CC1	6%	4%	3%	-14	5%	-6	5%
Cc1nnc(SC(C)C(=O)Nc2ccc(N3CCOCC3)cc2)n1Cc1ccccc1 (stereo not drawn)	14%	2%	26%	/	/	/	3%
O=c1cc(-c2ccc3c(c2)OCCO3)oc2ccc(Cl)cc12	-26%	-7%	325%[activator]	76*	7%	47*	241%[activator]
c1n[nH]c(SCCCCSc2ncn[nH]2)n1	-6%	3%	115%[activator]	-14	4%	-7	/
Cc1ccc2sc(N(CCCN(C)C)C(=O)c3nc4ccccc4s3)nc2c1C	-1%	-3%	-13%	-26	1%	-13	?
COC(=O)c1ccc(NC(=O)N2CCCC(C(=O)c3ccccc3OC)C2)cc1 (stereo not drawn)	-20%	-1%	23%	27	7%	-2	-5%
O=C(Oc1c(Cl)cc(Cl)c2cccnc12)N1CCCCC1	72%[activator]	5%	5.2µM*	13	4%	16	-12%
CCCn1c(SCC(=O)NCc2ccccc2)nnc1-c1ccncc1	1%	0%	-11%	-8	20%	-5	/
CC(C)CC(C(=O)O)C(C)CC(=O)Nc1ccn(-c2ccccc2)n1 (stereo not drawn)	-16%	6%	-25%	2	5%	-5	11%
NC(N)=NCCC[C@H](NC(=O)OCc1ccccc1)C(=O)O	3%	-4%	1%	-11	0%	-3	11%
CCOC(=O)C1=C(O)CSC1=Nc1ccc(Cl)cc1	-2%	/	10µM*	21	3%	6	10µM*
COc1ccc([N+](=O)[O-])cc1NC(=S)Nc1ccccc1	-22%	-1%	0%	-10	-14%	-5	/
COc1cccc(NC(=O)CN2C(=O)NC(C)(CCC(C)C)C2=O)c1 (stereo not drawn)	-7%	-1%	17%	-7	-6%	-2	10µM*
Cc1ccc(S(=O)(=O)NC23CC4CC(CC(C4)C2)C3)cc1	-13%	0%	?	/	/	/	15µM*
O=C(CSc1nnc(CNC(=O)c2cccs2)o1)NCc1ccc(F)cc1	-8%	0%	?	-4	-3%	-1	/
CCc1nn(C)c(-c2n[nH]c(=S)n2N)c1Cl	-10%	?	2%	-9	0%	-2	20%
COC1=C(Nc2ccc(O)cc2)C(=O)c2ccccc2C1=O	-17%	-20%	12µM*	77*	-20%	28*	?
CC(C)(C)c1ccc(COC(=O)CN2C(=O)NC3(CCCC3)C2=O)cc1	23%	-8%	31%[activator]	/	/	/	22%
OC(c1ccccc1)(c1ccc(Cl)cc1)C1CN2CCC1CC2 (stereo not drawn)	15%	-1%	8.3µM*	-5	-1%	-1	?
Cc1ccc(OCC(=O)N(Cc2ccccc2)C(C)(C)C)c([N+](=O)[O-])n1	0%	-1%	7%	-8	6%	-3	-2%
COc1ccccc1CN1CC(C(=O)NC2CCOCC2)CCC1=O (stereo not drawn)	-3%	0%	-20%	15	-7%	9	-8%
CC(=O)Nc1ccc(NC(=O)Nc2ccc(C)c(C)c2)cc1	-9%	6%	44%[activator]	22	-1%	2	17%
O=C(Nc1ccc(NC(=O)c2cc3ccccc3o2)cc1)c1ccc2c(c1)OCCO2	-8%	3%	i	8	-6%	12	?
CC(=O)Nc1ccc(S(=O)(=O)N(C)c2ccc(OCC(=O)Nc3ccccc3C(C)=O)cc2)cc1	21%	8%	?	/	/	/	?
COc1cccc(C(=O)NCCS(=O)(=O)NCc2ccco2)c1	-15%	0%	66%[activator]	/	/	/	40%[activator]
Cc1nn(Cc2ccccc2)c(Cl)c1C(=O)OCC(=O)Nc1cccc2ccccc12	-26%	-3%	18%	-7	-2%	10	13%
CCC(C)NC(=S)N(Cc1cc2cc(C)ccc2n2nnnc12)CC(C)(C)NC(C)C (stereo not drawn)	-10%	4%	4%	-6	-1%	-2	?
CCOC(=O)C1CCCN(C(=O)CN2C(=O)COc3ccc(C(C)(C)C)cc32)C1 (stereo not drawn)	90%[activator]	3%	/	-20	2%	-6	?
CCN(CC)CCNc1ncnc2c1sc1nc(N3CCCC3)c3c(c12)CC(C)(C)OC3	173%[activator]	1%	5%	-15	0%	-2	10µM*

Profiles, quoted from the list. Screens in order: AmpC no deterg, TbPYK inhibitor, Pf growth 96h, Shiga toxin inh, LmPK inhibitor, CHX counter, Pf growth 48h
`COc1cc2[nH]c(=O)n(CCC(=O)N3CCN(Cc4ccccc4)CC3)c(=O)c2cc1OC` as listed: 142%[activator], 0%, ?, 19, -2%, 6, ?
`CC(=O)Nc1ccc(S(=O)(=O)N(C)c2ccc(OCC(=O)Nc3ccccc3C(C)=O)cc2)cc1` as listed: 21%, 8%, ?, /, /, /, ?
`CCc1nn(C)c(-c2n[nH]c(=S)n2N)c1Cl` as listed: -10%, ?, 2%, -9, 0%, -2, 20%
`CC(C)CC(C(=O)O)C(C)CC(=O)Nc1ccn(-c2ccccc2)n1` (stereo not drawn) as listed: -16%, 6%, -25%, 2, 5%, -5, 11%

Other results follow.
SMILES	AmpC no deterg	TbPYK inhibitor	Pf growth 96h	Shiga toxin inh	LmPK inhibitor	CHX counter	Pf growth 48h
CC1Oc2ccccc2C=C1/C=N/NC(=O)c1ccccc1 (stereo not drawn)	-42%	6%	?	25	-1%	18	2.9µM*
CC(C)(C)N(Cc1cc2ccccc2[nH]c1=O)C(=O)c1cccnc1	-9%	1%	-14%	-7	0%	-3	-1%
CCOC(=O)c1c(C)n(C)c2ccc(OCC(O)CN3C(=O)c4ccccc4S3(=O)=O)cc12 (stereo not drawn)	17%	-3%	25%	-9	8%	-1	23%
Cc1ccc(NC(=S)Nc2ccc3nc(-c4ccccn4)c(-c4ccccn4)nc3c2)cc1C	-11%	1%	-2%	40	2%	16*	-2%
CCN(C(=O)COC(=O)c1ccccc1NC(=O)c1ccco1)C1CCS(=O)(=O)C1 (stereo not drawn)	40%	-16%	-24%	14	-6%	6	53%[activator]
COc1cc(/C=C(\C#N)C(N)=O)ccc1OS(=O)(=O)c1ccc(C)cc1	-3%	-11%	25%	-5	-1%	2	4%
Cc1cc(Cn2nc(-c3ccccc3)cc2C(=O)NCc2cccc(Br)c2)on1	-6%	9%	?	/	/	/	?
CCN1CCN(CCC(=O)Nc2ccc3c(c2)OCO3)CC1	-16%	0%	?	23	-3%	10	4%
Cc1ccccc1C1CC(c2ccc(F)cc2)Nc2nc(N)nn21 (stereo not drawn)	10%	2%	11%	-10	5%	-6	?
COc1ccc(/C=N/N2CCOCC2)cc1O	2%	-4%	31%[activator]	48*	-11%	28*	32%[activator]
N#Cc1ccccc1OCC(=O)N1CCc2ccccc2C1	-21%	-2%	?	19	4%	7	?
CCN(CC(=O)NCc1cccs1)C(=O)c1ccccc1Cl	-22%	1%	-15%	12	0%	-11	3%
Cc1cccc(C(OC(=O)c2ccco2)C(=O)NCc2ccccc2)n1 (stereo not drawn)	-20%	2%	9%	2	-2%	-2	-7%
CCCc1cc(=O)oc2cc(OCC(=O)NCCc3c[nH]c4ccccc34)ccc12	-50%	3%	-11%	-2	1%	0	-23%
CCCCOc1ccc(/C(N)=N/O)cc1	-16%	5%	?	82*	-2%	43*	99%[activator]
COC(=O)c1c(-c2ccc(F)cc2)noc1N	-7%	-25%	4.7µM*	-7	-3%	0	25%
COC(=O)c1ccccc1NC(=O)[C@@H]1CCC(=O)N1C1OC(=O)c2c1ccc(OC)c2OC (stereo partly drawn)	-19%	-6%	-10%	-8	0%	-2	24%
CCOC(=O)C1(N(CC)CC)Sc2cc(C)ccc2NC1=O (stereo not drawn)	-55%	-5%	5.9µM*	-3	-1%	-4	?
Cc1ccc(-n2c(C)cc(/C=N/NC(=O)c3ccncc3)c2C)cc1C	52%	0%	-2%	41	-1%	5	10µM*
S=C(Nc1ccc2nsnc2c1)NC1CCCCC1	-21%	-10%	6%	88*	2%	59*	62%[activator]
COC(=O)C1CCN(c2c([N+](=O)[O-])cc(C(F)(F)F)cc2[N+](=O)[O-])CC1	0.25µM*	-2%	?	-13	2%	-1	?
CC(=O)Nc1nc(C)c(C(C)C)s1	-10%	-1%	-4%	-2	1%	-1	6%
CCCCC(CC)COC(=O)/C=C/c1ccc(OC)cc1 (stereo not drawn)	/	8%	2%	/	/	/	5%
CC1CCCN(C(=O)CCS(=O)(=O)c2cc3c(cc2Cl)NC(=O)CO3)C1 (stereo not drawn)	-8%	4%&-2%	?	0	3%	0	19%
CCN(CC)CCCNC(=O)C1CCC(CNS(=O)(=O)c2c(C)cc(C)cc2C)CC1 (stereo not drawn)	76%[activator]	0%	0%	-2	1%	-2	1%[0.00184 µM]
CCN(CC)C(=O)c1[nH]cnc1C(=O)Nc1ccc(OC)cc1	-2%	-10%	-1%	4	0%	-3	-4%
Cc1ccc(Nc2nc3ccccc3nc2-n2nc(C)cc2C)cc1	?	0%	3%	10	-1%	3	47%[activator]
Cc1csc(-c2cnn(-c3ccccc3)c2NC(=O)c2ccc(C(F)(F)F)cc2)n1	112%[activator]	-10%	31%	7	-2%	9	/
COc1ccc(NS(=O)(=O)c2cc(NC(=O)c3cc(F)c(F)c(F)c3F)ccc2N2CCCC2)cc1	-51%	-6%	?	-3	2%	1	25%
CCN1CCN(Cc2c(C(=O)N/N=C(\C)c3ccc(Cl)c(Cl)c3)nnn2-c2nonc2N)CC1	5%	/	1%	-4	-7%	-3	?

Compounds as they come. Share with any hit: about 22%.
